# HCMV antiviral: human cytomegalovirus inhibition. HFF cells, HCMV-luciferase reporter, 72 h; hits give low values. activity change, negative = inhibition, % at 57.5 µM. 410,000 compounds, 4.5% hits; in the data active = activity change below about -60%; inconclusive = no clear call, values can overlap the other calls; inactive = above about -39%
#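 HFF cells seeded 16 h at 37C, treated with compounds, infected with luciferase-reporter HCMV at MOI 1 PFU/cell; luciferase read at 72 h post infection, normalized to buffer-only and Salinomycin controls.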
# * marks the source's active call; other numbers are inactive results; u = inconclusive. % is set by controls: 0 for no effect and ±100 for the full control effect. Only part of the results is shown; count on the stated rates, not on these rows.
# Start of the data: the first 2 compounds, ahead of the listing:
SMILES,HCMV antiviral
C[C@@H]1CN([C@@H](C)CO)C(=O)c2cc(Br)cnc2O[C@@H]1CN(C)S(=O)(=O)c1ccc(F)cc1,8
CC1C(=O)N(Cc2cn(CCC3OCCCO3)nn2)CCS(=O)(=O)N1Cc1ccc(-c2cccc(N(C)C)c2)cc1 (stereo not drawn),20

# The listing (from the top)
SMILES,HCMV antiviral
C[C@@H]1CN([C@@H](C)CO)C(=O)c2cc(Br)cnc2O[C@@H]1CN(C)S(=O)(=O)c1ccc(F)cc1,8
CC1C(=O)N(Cc2cn(CCC3OCCCO3)nn2)CCS(=O)(=O)N1Cc1ccc(-c2cccc(N(C)C)c2)cc1 (stereo not drawn),20
CCOC(=O)C1=CCN(S(=O)(=O)c2ccccc2C)C1c1ccc(F)cc1 (stereo not drawn),-35
COc1ccc(NC(=O)Nc2cccc3[nH]c([C@@H]4O[C@H](CO)[C@@H](O)[C@H](O)[C@H]4O)nc23)cc1OC1CCCC1,32
Cn1nccc1-c1coc2c(C(=O)NCC3CCOCC3)cccc12,21
Cc1ccc(Cc2c(-c3cccc(Cl)c3)nc3ccc(Cl)cn23)cc1,16
CS(=O)(=O)c1ccc(Nc2nc(C(N)Cc3ccc(C(F)(F)F)cc3)cs2)cc1 (stereo not drawn),u
Cn1nc(C(C)(C)C)cc1C(=O)N1CCCC(c2cc(C(=O)Nc3ccccc3Cl)no2)C1 (stereo not drawn),u
CCCS(=O)(=O)NC(=O)C1(C)CCN(C(=O)c2snnc2C)C1 (stereo not drawn),-2
Cc1cc(C)cc([C@H]2C[C@]34CN(C(=O)OC(C)(C)C)S(=O)(=O)[C@H]3C[C@H]2O4)c1,-12
COc1ccc(CN(C)C(=O)[C@H]2O[C@@H](n3ccc(N)nc3=O)[C@H](O)[C@@H]2O)cc1OC,-7
CCC(=O)Nc1ccc(C(=O)NNC(=O)CCCCC(=O)NNC(=O)c2ccc(NC(=O)CC)cc2)cc1,-6
CCCCN1C(=O)C(CC(=O)NC2CCCCC2)CC(C(=O)N(C)C)=C1C (stereo not drawn),-14
CCc1nc2ccc(C(=O)Nc3ccc(OC)c(OC)c3)cn2c1N(CC)Cc1ccc(OC)c(OC)c1,17
Cc1cc(Br)c2nc(-c3ccc(Cl)cc3)c(Cc3cccc(Cl)c3)n2c1,25
CC(C)C(C(=O)NC1CCCCC1)N1C(=O)C(=O)c2ccccc21 (stereo not drawn),15
CC(=O)N(C)C[C@@H]1Oc2cc(Br)ccc2S(=O)(=O)N([C@H](C)CO)C[C@@H]1C,2
O=C(c1cc(C2CCCCN2S(=O)(=O)c2ccccc2)on1)N1CCOCC1 (stereo not drawn),-11
CSc1ccc(CN2CCC(C)(Oc3cccc(Cl)c3)C2)cc1 (stereo not drawn),-16
CSc1ccc(-c2cccc3nncn23)cc1,-6

# Pulled by structure from the entries so far (four):
SMILES,HCMV antiviral
CC(C)C(C(=O)NC1CCCCC1)N1C(=O)C(=O)c2ccccc21 (stereo not drawn),15
CSc1ccc(CN2CCC(C)(Oc3cccc(Cl)c3)C2)cc1 (stereo not drawn),-16
C[C@@H]1CN([C@@H](C)CO)C(=O)c2cc(Br)cnc2O[C@@H]1CN(C)S(=O)(=O)c1ccc(F)cc1,8
O=C(c1cc(C2CCCCN2S(=O)(=O)c2ccccc2)on1)N1CCOCC1 (stereo not drawn),-11

# (cont.)
SMILES,HCMV antiviral
O=C(Nc1ccc(Cl)cc1)c1csc([C@@H]2C[C@H](O)[C@@H](CO)O2)n1,-7
COc1ccc(C(=O)N2CCOCC2c2cc(C(=O)NCc3ccccc3)no2)cc1 (stereo not drawn),11
O=C(C(=O)N(C1CCCCC1)C1CCCCC1)c1ccccc1,-29
CCOC(=O)c1ccc(NS(=O)(=O)c2c(N)[nH]c(=O)[nH]c2=O)cc1,5
C[C@H](CO)N1C[C@H](C)[C@@H](CN(C)C(=O)Nc2ccc3c(c2)OCO3)OCc2cn(nn2)CCCC1=O,7
COc1ccc([C@H]2CN(c3ccc(OC)cc3)C(=O)[C@@H]2CC(=O)Nc2ccccc2)cc1,-10
COC(=O)[C@]12C[C@H](CC(=O)NCc3ccccc3)C(=O)N(CCC3=CCCCC3)C1=C[C@H](COCc1ccccc1)O[C@@H]2C,u
CCc1nc2ccc(C(=O)NCCCn3ccnc3)cn2c1N(C)Cc1ccc(OC)cc1,-19
FC(F)(F)c1nc2nc(Cl)c(Cl)nc2[nH]1,-27
COc1ccc(-c2nc3c(C)cc(Br)cn3c2Cc2cccc(F)c2)cc1OC,67
O=C(NCc1cc(Cl)cc(Cl)c1)c1ccc2nc(COCCO)[nH]c2c1,-16
Cc1ccc(-c2csc(C(C)(O)c3cccc(F)c3)n2)cc1C (stereo not drawn),-5
Cc1cc(C)cc(CC(=O)N2CCC2(C)C(=O)NS(=O)(=O)c2ccccc2C)c1 (stereo not drawn),11
C[C@@H]1CN([C@H](C)CO)C(=O)c2cc(Br)cnc2O[C@@H]1CN(C)C(=O)NC1CCCC1,1
CCN(CC)CCN(C(=O)c1ccc2c(c1)CCCC2)c1nc2c(OC)cccc2s1,4
CCCCNC(=O)C1(C)CCCCN1C(=O)c1ccc2c(c1)CCO2 (stereo not drawn),11
COCCCN1C(=O)C(CC(=O)NCCc2ccccn2)CC(C(=O)N2CCOCC2)=C1C (stereo not drawn),7
O=S(=O)(c1cc(Br)ccc1Br)N1CCC(c2noc3ccccc23)CC1,-9
CC(=O)Nc1ccc(CN2CCC2(C)C(=O)NC2CCN(Cc3ccccc3)CC2)cc1 (stereo not drawn),8
COc1ccc(NC(=O)c2cccc3ccccc23)cc1OC,-1

# Copied from the list:
# Reading for COc1ccc(NC(=O)c2cccc3ccccc23)cc1OC under HCMV antiviral: -1
# Reading for CCN(CC)CCN(C(=O)c1ccc2c(c1)CCCC2)c1nc2c(OC)cccc2s1 under HCMV antiviral: 4
# Reading for Cc1ccc(-c2csc(C(C)(O)c3cccc(F)c3)n2)cc1C (stereo not drawn) under HCMV antiviral: -5
# Reading for O=C(C(=O)N(C1CCCCC1)C1CCCCC1)c1ccccc1 under HCMV antiviral: -29

# Additional results follow:
SMILES,HCMV antiviral
CC1(C)CC(=O)C=C(C#CC2(O)CCCCC2)C1,-7
O=C(c1cnc(Cc2c[nH]c3ccccc23)c(I)c1)N1CCN(Cc2ccccc2)CC1,-26
COc1cccc(-c2cnc3c(NC=O)cc(-c4ccoc4)cn23)c1,-12
CC1(C(=O)NS(=O)(=O)c2cccc(F)c2)CCN1C(=O)CC1CCCCC1 (stereo not drawn),21
COc1ccc(NC(=O)C2(C)CCCN(C(C)C)C2)cc1F (stereo not drawn),-15
CN(Cc1ccc(Cl)cc1)C(=O)c1[nH]c(C(F)(F)F)nc1-c1ccccc1,-31
CC1(Oc2cccc(Cl)c2)CCN(Cc2ccc(OC(F)(F)F)cc2)C1 (stereo not drawn),2
O=C1[C@H]2[C@@H](c3ccccc3)N[C@]3(CCCN(Cc4ccccc4)C3=O)[C@H]2C(=O)N1Cc1ccccc1,12
CCCc1nc2ccc(C)cn2c1Cc1cccc(F)c1,-3
COCCCNC(=O)C[C@@H]1C[C@@]2(C(=O)OC)CCCCC=C2N(Cc2ccccc2)C1=O,7
C[C@@H]1CN([C@H](C)CO)C(=O)CCCn2nncc2CO[C@H]1CN(C)C(=O)C1CC1,-14
COc1cc2c(cc1OC)C(c1ccccc1)N(Cc1ccc(S(=O)(=O)NC(=O)c3ccco3)cc1)CC2 (stereo not drawn),-25
CCNC(=O)C1(C)CCCN(C(=O)c2cccnc2Oc2ccccc2)C1 (stereo not drawn),-21
C=CCN1[C@@H](C)[C@H](c2ccccc2)Oc2cccc(N3CCCC(C)C3)c2S1(=O)=O (stereo partly drawn),u
CC1(C(=O)NCc2ccc3c(c2)OCO3)CCN1C(=O)Cc1cccs1 (stereo not drawn),-12
Cc1cccc(C)c1NC(=O)C(c1ccnc2ccccc12)n1c(=O)c(-c2ccco2)nc2ccccc21 (stereo not drawn),18
C[C@@H]1CN([C@H](C)CO)C(=O)CCCn2nncc2CO[C@@H]1CN(C)S(=O)(=O)c1cccs1,0
O=C(NCc1ccccc1CN1CCCC1)c1ccc(S(=O)(=O)Nc2ccccc2F)cc1,-75*
CN(C)C(=O)c1cc2c(c(-c3cccc(-c4ccccc4F)c3)n1)[C@@H](CCO)N(S(C)(=O)=O)C2,23
COC(=O)[C@]12CCCCC=C1N(Cc1ccco1)C(=O)[C@H](CC(=O)N1CCC(c3ccccc3)CC1)C2,21
CC(=O)N1CCOc2ccc(S(=O)(=O)NC[C@H]3O[C@@H](n4ccc(N)nc4=O)[C@H](O)[C@@H]3O)cc21,-11
COc1ccc(F)cc1S(=O)(=O)N1CCc2ccccc2C1,7
CCOc1ccc(CNC(=O)CN2C(=O)CSc3ccc(S(=O)(=O)N4CCOCC4)cc32)cc1,-32
Cc1ccc(S(=O)(=O)n2c(N)nc3cc(C)c(C)cc32)cc1,3
O=C1COCc2ccc(-c3cccc(CO)c3)cc2N1CCc1ccccc1,-4
COC(=O)[C@@]12C[C@@H](CC(=O)NCCCCc3ccccc3)C(=O)N(Cc3ccc4c(c3)OCO4)C1=CCC(C)(C)C2,38
Cc1cc(-c2cc(NC(=O)Cc3c(C)[nH]c4ccccc34)ccc2N(C)c2cccnc2)ccc1F,-20
OC(c1ccc(Cl)c(F)c1)c1ncc(-c2cccc(F)c2)[nH]1 (stereo not drawn),-36
O=C(c1ccco1)N1Cc2ccccc2-n2nncc2C1,4
O=C(NCc1ccc(F)cc1)c1cc(C2CCCCN2S(=O)(=O)c2ccccc2)on1 (stereo not drawn),-9
COC(=O)[C@]12CCCCC=C1N(Cc1ccc3c(c1)OCO3)C(=O)[C@H](CC(=O)N1CCC(c3ccccc3)CC1)C2,23
COc1cccc(/C=C/C(=O)OCC(=O)Nc2ccc3c(c2)OCCO3)c1,27
CCCCOC1NC(=O)NC(=O)C1(F)C(=O)OCC (stereo not drawn),-3
O=S1(=O)c2cc(Cl)ccc2N2CC[C@H](C2)N1Cc1ccc(Cl)c(Cl)c1,-14
CCc1nc2ccc(C(=O)NCc3ccc4c(c3)OCO4)cn2c1N(C)CCC(C)C,-11
Brc1cccc(-c2nc3c4ccccc4ccn3c2Cc2ccsc2)c1,64
Cc1ccc(-c2nn3c(-c4ccccc4)nnc3o2)cc1,0
O=C(CC[C@H]1O[C@@H](n2cnc3c(NC(=O)c4ccccc4)ncnc32)[C@H](O)[C@@H]1O)NCc1ccco1,1
O=C(OCc1cn([C@@H]2CN(CC3CCCCC3)[C@@H](c3ccccc3)C[C@H]2O)nn1)c1ccccc1,-14
CC(=O)Nc1cc(-c2cccc(F)c2)cn2c(-c3ccc(F)cc3)cnc12,u
O[C@@H]1C[C@H](c2ccc(Cl)cc2)N(Cc2cccs2)C[C@H]1n1cc(C2CC2)nn1,-13
CC1C(=O)N(Cc2cn(CCC3OCCCO3)nn2)CCS(=O)(=O)N1Cc1ccc(-c2ccc(F)cc2)cc1 (stereo not drawn),3
COc1ccc(NC(=O)CCCOc2ccc(C)cc2)cc1S(=O)(=O)N1CCCCC1,-11
CN(C)CCN1CCN([C@H]2CS(=O)(=O)N[C@@H]2COCc2ccccc2)CC1,23
C[C@@H]1CN([C@@H](C)CO)S(=O)(=O)c2ccc(Br)cc2O[C@H]1CN(C)C(=O)C1CCCCC1,-1
COc1cc(C#N)c(NC(=S)N2CCN(C(=O)c3ccco3)CC2)cc1OC,2
CC1(C(=O)NCc2ccccc2)CSCC(=O)N1C1CCN(Cc2ccccc2)CC1 (stereo not drawn),-27
COc1ccc([C@H]2C[C@H](n3cc(COC(=O)c4ccccc4)nn3)[C@@H](O)CN2C(=O)c2cccs2)cc1,2
O=C1CCC[C@H]2[C@@H](Cc3ccccc3)[C@@H](NS(=O)(=O)c3ccc(Br)cc3)CC[C@]23CCCN13,-17
CN(C)c1ccc(N(C)C)c(C(O)(c2ccccc2)c2ccccc2)c1,-35
COC(=O)N[C@H]1CC=C[C@@H]1Cc1cccc(Oc2ccccc2)c1,-12
COCCn1c(SCC(=O)Nc2ccc(F)cc2)nc2c(c1=O)SCC2,u
CC(NC(=O)c1ccc(Cl)c(S(=O)(=O)NC2CC2)c1)c1ccco1 (stereo not drawn),-14
Cc1cccc(C)c1NC(=O)C(c1ccccc1)n1c(=O)c(-c2cc3ccccc3[nH]2)nc2ccccc21 (stereo not drawn),23
Cc1ccccc1CN1C(=O)[C@H]2Cc3c([nH]c4ccccc34)C(C)(C)N2C1=O,-13
COc1ccccc1-c1cnc(C(O)c2c(C)cccc2C)[nH]1 (stereo not drawn),-10
Cc1cc(C(O)c2ncc(-c3ccccc3F)[nH]2)ccc1F (stereo not drawn),-11
Cc1noc(C)c1NC(=O)N(C)C[C@H]1OCc2cn(nn2)CCCC(=O)N([C@H](C)CO)C[C@@H]1C,-7
C[C@@H]1CN([C@@H](C)CO)S(=O)(=O)c2ccc(-c3cccc(C#N)c3)cc2O[C@@H]1CN(C)C(=O)c1ccc(F)cc1,-23
C=CCN1c2ccccc2Sc2cnccc21,-68*

# Two neighbouring entries out of the list so far, quoted:
SMILES,HCMV antiviral
O=C(c1cc(C2CCCCN2S(=O)(=O)c2ccccc2)on1)N1CCOCC1 (stereo not drawn),-11
CSc1ccc(CN2CCC(C)(Oc3cccc(Cl)c3)C2)cc1 (stereo not drawn),-16

# (continued)
SMILES,HCMV antiviral
C[C@@H]1CN([C@H](C)CO)C(=O)c2cc(-c3ccc(C(=O)N(C)C)cc3)cnc2O[C@@H]1CN(C)C(=O)c1cccnc1,15
CC(=O)N1CCc2c(sc(NC(=O)c3ccc(S(=O)(=O)N(C)CC4CCCO4)cc3)c2C(N)=O)C1 (stereo not drawn),-16
COc1ccccc1C1SCCN1S(=O)(=O)c1ccccc1 (stereo not drawn),-34
CCOC(=O)C1=CCN(S(=O)(=O)c2ccc(F)cc2)C1c1ccc(Cl)c(Cl)c1 (stereo not drawn),u

# Compound activity from PubChem.
